Screening data (PubChem BioAssay)
JMJD2A Tudor – qHTS Assay for Inhibitors of JMJD2A-Tudor Domain. 390,000 tested, 4.4% active. AID 504339, 2011. Potency, µM (series often up to 114 µM), for the others: at the highest dose activity change, negative = inhibition, usual class: inhibitors. AlphaScreen JMJD2A-Tudor / H3K4me3 peptide binding. Lysine-specific demethylase 4A (Homo sapiens), O75164; note: % is set by controls: 0 for no effect and ±100 for the full control effect; nearly all actives have a fitted effect of over 50% in size
HP1b chromo inh – HTS for Inhibitors of HP1-beta Chromodomain Interactions with Methylated Histone Tails; Chromobox protein homolog 1 (Homo sapiens), P83916; Potency, µM (titrated, usually from 114 µM), inactives show at the top dose activity change, negative = inhibition, usual class: inhibitors; AID 540317, 2011; 390,000 tested, 0.56% active; AlphaScreen HP1-beta / biotin-H3K9me3 peptide binding; note: nearly all actives have a fitted effect of over 70% in size; inactives centre near 23
Target sequence (P83916 whole entry, looked up): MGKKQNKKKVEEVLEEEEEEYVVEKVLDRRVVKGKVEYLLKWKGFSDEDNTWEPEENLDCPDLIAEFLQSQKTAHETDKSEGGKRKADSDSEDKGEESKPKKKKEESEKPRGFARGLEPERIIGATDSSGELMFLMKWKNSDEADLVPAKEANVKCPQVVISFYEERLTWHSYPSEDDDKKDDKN
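Compound inhibition of the preformed complex between 50 nM HP1-beta and 50 nM biotinylated H3K9me3 peptide was read by AlphaScreen. Buffer was PBS pH 7.4 with 0.01% Tween-20. Incubations ran 30 min at room temperature, with 10 ug/mL donor/acceptor beads.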
12-LOX inh – Primary qHTS assay for inhibitors of human arachidonate 12S-lipoxygenase (ALOX12): Round 2; purified 12hLO, xylenol orange hydroperoxide absorbance; Polyunsaturated fatty acid lipoxygenase ALOX12 (Homo sapiens), P18054; Potency, µM (highest dose often 108 µM), for inactives: at the highest dose activity change, negative = inhibition, most hits filed as inhibitors; 580,000 tested, 1.1% active; note: % is set by controls: 0 for no effect and ±100 for the full control effect
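Purified human 12hLO at 150 nM in 25 mM Hepes, 0.01% Triton X-100, pH 7.0, preincubated 15 min at room temperature with compound. Reaction started with 40 uM arachidonic acid, 30 min at room temperature. Hydroperoxide measured by Fe-xylenol orange, 573/405 nm absorbance ratio.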
ERG Ets-DNA blk – qHTS for Small Molecule Inhibitors of the ERG Ets/DNA interaction; Transcriptional regulator ERG (Homo sapiens), P11308; fluorescence polarization, His-ERG Ets domain / labelled DNA; Potency, µM (highest dose often 76.9 µM), without a hit: at the top dose FP activity, negative = inhibition, most hits filed as inhibitors; 370,000 tested, 0.028% active; AID 624246, 2012; active = well fitted inhibition curve with a large enough effect in the polarisation, with a control signal flat; inconclusive = small, poorly fitted or top-dose-only effect, or effect the other way, or a change in a side signal; inactive = no such curve, though single readings can be large or run the other way; the % refers to the polarisation;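 note: polarization taken with two DNA probes labelled with fluorescein and Texas red; % of control where 0% means no effect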
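His-tagged ERG Ets domain (1 uM in the protein solution; 300mM KCl, 50mM Tris-HCl, 1mM EDTA, 1mM DTT, pH 7.5) received compound, then a probe mix of 5 nM fluorescein-DNA and 100nM Texas-615-DNA. Fluorescence polarization was read for both dyes.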
TrxR1 inh – qHTS Assay for Inhibitors of Mammalian Selenoprotein Thioredoxin Reductase 1 (TrxR1): qHTS; Thioredoxin reductase 1, cytoplasmic (Rattus norvegicus), O89049; recombinant rTrxR1, NADPH fluorescence consumption, selenite substrate; Potency, µM (top dose mostly 114 µM), for inactives: at the highest dose activity change, negative = inhibition, hits mostly inhibitors; 390,000 tested, 1% active; AID 588453, 2011; note: % is set by controls: 0 for no effect and ±100 for the full control effect; nearly all actives have a fitted effect of over 65% in size
Target sequence (O89049 whole entry, looked up): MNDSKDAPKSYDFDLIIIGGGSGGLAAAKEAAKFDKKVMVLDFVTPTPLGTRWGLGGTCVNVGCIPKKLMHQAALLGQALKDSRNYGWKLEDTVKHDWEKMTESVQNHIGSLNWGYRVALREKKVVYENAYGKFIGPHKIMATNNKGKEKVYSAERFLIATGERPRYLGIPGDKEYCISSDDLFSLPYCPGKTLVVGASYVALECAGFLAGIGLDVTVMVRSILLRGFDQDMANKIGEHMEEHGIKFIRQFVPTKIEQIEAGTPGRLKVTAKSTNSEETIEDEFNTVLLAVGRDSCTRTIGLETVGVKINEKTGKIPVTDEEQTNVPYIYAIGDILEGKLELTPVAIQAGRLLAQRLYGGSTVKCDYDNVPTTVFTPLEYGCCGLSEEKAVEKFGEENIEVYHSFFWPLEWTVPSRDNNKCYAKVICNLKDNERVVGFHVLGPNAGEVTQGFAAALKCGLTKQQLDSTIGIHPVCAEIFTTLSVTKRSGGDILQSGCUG
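Rat TrxR1 (90 nM in the dispensed reagent) was pre-reduced with 400 uM NADPH for 5 min at room temperature, then incubated with compound for 15 min. After 400 uM selenite was added, NADPH fluorescence (Ex 340/Em 450 nm) was followed for 8 min.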
Pin1 inh – qHTS Assay to Find Inhibitors of Pin1 | Peptidyl-prolyl cis-trans isomerase NIMA-interacting 1 (Homo sapiens), Q13526 | Pin1 FP peptide displacement, HiFluor488, 10 min | Potency, µM (series often up to 115 µM), inactives show at the highest dose activity, negative = inhibition, usual class: inhibitors | 390,000 tested, 0.009% active | AID 504891, 2011; active = well fitted inhibition curve with a large enough effect in the polarisation, with a control signal flat, not every such curve was filed as active; inconclusive = small, poorly fitted or top-dose-only effect, or effect the other way, or a change in a side signal; inactive = no such curve, though single readings can be large or run the other way; the % refers to the polarisation; note: % is set by controls: 0 for no effect and ±100 for the full control effect
Target sequence (Q13526 whole entry, looked up): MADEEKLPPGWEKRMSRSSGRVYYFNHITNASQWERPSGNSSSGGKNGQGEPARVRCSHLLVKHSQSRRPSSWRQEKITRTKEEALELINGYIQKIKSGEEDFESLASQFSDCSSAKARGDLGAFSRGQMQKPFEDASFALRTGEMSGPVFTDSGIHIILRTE
PGK inhibitor – qHTS Assay to Find Inhibitors of Phosphoglycerate Kinase. 380,000 tested, 0.043% active. PGK/GAPDH coupled, Kinase-Glo luminescence, 60 min. Potency, µM (doses to about 57.5 µM), without a hit: at the top dose activity change, negative = inhibition, actives largely listed as inhibitors. Phosphoglycerate kinase, glycosomal (Trypanosoma brucei brucei), P07378; note: % is set by controls: 0 for no effect and ±100 for the full control effect; nearly all actives have a fitted effect of over 60% in size
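Recombinant glycosomal PGK reaction used 1,3-bisphosphoglycerate generated in-well by GAPDH (100nM final) in 100mM TEA pH 7.6, 5mM MgCl2, 0.01% Tween-20. After 60 minutes at room temperature, ATP was read by Kinase-Glo Plus luminescence end-point.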
RGS4 inhibitor – Inhibitors of Regulator of G Protein Signaling (RGS) 4: qHTS; Regulator of G-protein signaling 4 (Homo sapiens), P49798; Transcreener GDP fluorescence polarization, RGS4-accelerated GTP hydrolysis; Potency, µM (highest dose often 114 µM), without a hit: at the top dose activity change, negative = inhibition, actives largely listed as inhibitors; 390,000 tested, 0.039% active; note: % is set by controls: 0 for no effect and ±100 for the full control effect; nearly all actives have a fitted effect of over 75% in size; some results filed as inactive show a strong effect at the top dose
Target sequence (P49798 whole entry, looked up): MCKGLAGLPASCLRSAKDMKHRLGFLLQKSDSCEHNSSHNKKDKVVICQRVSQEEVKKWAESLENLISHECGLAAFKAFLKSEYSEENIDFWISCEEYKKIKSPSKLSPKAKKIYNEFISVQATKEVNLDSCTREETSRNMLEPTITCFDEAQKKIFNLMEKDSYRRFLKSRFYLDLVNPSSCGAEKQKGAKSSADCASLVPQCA
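MLSMR compounds (23 nl, pin-transferred) preincubated 10 min at room temperature with a 500nM (2x) first reagent, then RGS4 at 900nM (2x) plus Transcreener GDP mix added; fluorescence polarization (620/688 nm) read before and after 90 min at 30 °C.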
GLS inhibitor – qHTS for Inhibitors of Glutaminase (GLS) | Glutaminase kidney isoform, mitochondrial (Homo sapiens), O94925 | GLS enzymatic activity, qHTS titration | Potency, µM (titrated, usually from 45.5 µM), without a hit: at the top dose activity change, negative = inhibition, actives largely listed as inhibitors | 410,000 tested, 0.21% active; note: % is set by controls: 0 for no effect and ±100 for the full control effect
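hKGA in 45 mM KH2PO4 (pH 8.2), 0.02% Tween-20 with compound, then 1mM L-Glutamine (stock as added) plus glutamate oxidase/HRP/Amplex red coupling mix. Fluorescence read initially and after 30 min at RT; signal change reflects glutamate formation.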
An asterisk follows results filed as active; i = inactive; ? = inconclusive; / = no result given; & = joins results of further samples; [ ] = remark or other dose. Unless noted, calls come from the whole dose curve; as a rule, active = well fitted curve in the direction sought with a large enough effect; inconclusive = small, poorly fitted or top-dose-only effect, or another doubt; inactive = no such curve, though single readings can be large; an effect the other way counts as inactive or inconclusive. Potency is the fitted concentration of half-maximal effect. A portion of the library (hit frequency here may not be typical).

JMJD2A Tudor | HP1b chromo inh | 12-LOX inh | ERG Ets-DNA blk | TrxR1 inh | mol | Pin1 inh | PGK inhibitor | RGS4 inhibitor | GLS inhibitor
22µM* | 14µM* | ? | -8% | 1.3µM* | CC(=O)C1=C(S(=O)(=O)c2ccc(C)cc2)CS(=O)(=O)C1 | -7% | -10% | ? | 17%
-11% | 26% | ? | -5% | 7%[57.1 µM] | CC1CCc2nc(NC(=O)CN3CCOCC3)sc2C1 (configuration not stated) | -3% | -5% | 6% | -6%
-4% | 62%[activator] | ? | / | 2% | CNc1cc(CSC)nc(SCc2ccc(Cl)c(Cl)c2)n1 | 30%[activator] | 6%[11.5 µM] | -16% | 8%
-19% | 37% | -5%[57.4 µM] | -3% | 3% | CC(=O)n1cc(-c2ccncc2)c2ccccc21 | 3% | i | 7% | 5%
3.2µM* | -12% | 0% | -5% | ? | COCCCNC(=S)NNC(=S)Nc1cccc(Cl)c1 | -4% | -3% | -41% | -16%
-10% | 27% | 5% | -5% | 22% | O=C(Nn1cnnc1)c1cc(Br)ccc1Cl | 0% | 4% | 17% | 1%
-13% | 43%[activator] | -21% | 1% | -5% | O=c1c2ccccc2n2c(-c3ccccc3O)nnc2n1Cc1ccc(F)cc1 | -8% | 1% | 18% | 5%
2% | 34% | -26% | 2% | -13% | O=C(CCCOC(=O)c1ccc(O)cc1O)c1ccc(F)cc1 | -15% | -13% | -7% | -7%
-12% | 29% | -15% | 4% | 5%[57.1 µM] | CC(C)CCNC(=O)c1c2c(nc3ccccc13)C(=O)N(C1CCCCC1)C2 | -5% | 7% | -17% | -8%
-29% | -2% | -7% | -7% | 7% | CN(C)c1ccc(/C=N/NC(=O)c2ccc3c(c2)OCCO3)cc1 | -3% | -7% | -8% | 14%
-10% | 15% | 4% | 2% | 22%[57.1 µM] | CCN(CC)C(=O)Cn1c(SCC(=O)Nc2ccc(F)cc2)nc2ccccc21 | -5% | 18% | -7% | 6%
5% | 62%[activator] | 9% | -5% | 17% | C=CCNS(=O)(=O)c1ccc(N2C(=O)c3ccccc3C2=O)cc1 | -7% | -1% | -22%[56.9 µM] | 6%
0% | 36% | -21% | -3% | 28% | COCCCNC(=O)C1CCN(c2cc(C)nc3c(-c4ccc(Cl)cc4)c(C)nn23)CC1 | -1% | 7% | -6% | -2%
-10% | 28% | 2% | -7% | -10% | CC(C)(C)NCC1(CO)SC(N)=NC1=O (configuration not stated) | -9% | -5% | -16% | -13%
-24% | -12% | -23% | -3% | -9% | COc1ccccc1OCc1ccc(C(=O)N2CCCCC2)o1 | -6% | 10% | -4% | 22%
1% | 28% | 2% | -4% | 5% | COc1cccc(CN2C(=O)CCC2(C)C(=O)NCCc2ccc(OC)c(OC)c2)c1 (configuration not stated) | -3% | 8% | 28% | 8%
-19% | 17% | 6% | -5% | 16% | CCc1ccc(C2=NN(CCC(=O)NCC3CCCO3)C(=O)CC2)cc1 (configuration not stated) | -8% | -2% | 6% | -4%
0% | 28% | -12% | 0% | 9% | COc1ccc(-c2cc(C(F)(F)F)nc(SCCC(=O)Nc3ccc(NC(C)=O)cc3)n2)cc1 | 2% | 6% | 1% | 2%
-25% | 2% | ? | / | -10% | Cc1sc(NC(=O)Cc2ccc3c(c2)OCO3)nc1-c1ccc2c(c1)CCN2C(=O)c1cccc(F)c1 | 24% | -9% | 2% | 2%
7% | 57%[activator] | 25% | -1% | 26% | O/N=C/c1cc(Br)cs1 | 1% | -3% | 8% | -5%
-23% | 10% | -15% | / | 13% | Cc1ccnc2nc(C(=O)Nc3ccc4c(c3)OCO4)nn12 | -6% | / | 9% | 15%
-8% | 3% | 0% | 9% | -6% | O=[N+]([O-])c1ccc(O)c(P(=O)(c2ccccc2)c2ccccc2)c1 | 6% | 6% | 3% | 16%
? | ? | ? | -8% | ? | CCCCN1C2=C(C(=O)CC(C)(C)C2)C(c2ccccc2)C2=C1c1ccccc1C2=O (configuration not stated) | 1% | -9% | -44% | 1%
3% | 69%[activator] | ? | -5% | 14%[57.1 µM] | COc1ccc(C(=O)c2cc(C(C)=O)c(Nc3ccccc3)s2)cc1 | 7% | -4% | 0% | -8%
-1% | 41% | 0% | 6% | 2% | O=C(NC1CCCCCC1)c1nc2ncccn2n1 | -2% | 4% | 9% | 5%
5%[57.1 µM] | 50% | -2% | 1% | -34%[57.1 µM] | Fc1cccc2sc(Nc3nnc(-c4ccco4)o3)nc12 | -14% | -12% | 2%[11.4 µM] | 18%
-31% | 20% | ? | -6% | 4%[11.4 µM] | Cc1ccc(C)c2[nH]c(=O)c(C(c3nnnn3Cc3ccco3)N3CCc4ccccc4C3)cc12 (configuration not stated) | ? | -8% | -28% | 16%
? | -9% | 9% | -11% | 28%[57.1 µM] | Cc1c(C(=O)Nc2ccc(-c3nnc4n3CCCCC4)cc2)oc2c1ccc1ccccc12 | 28% | 10% | -37% | -2%
-9% | 0% | 0% | 0% | 12% | Cc1ccc(C2(C)NC(=O)N(CC(=O)NCc3cccs3)C2=O)cc1 (configuration not stated) | -12% | 6% | 23% | -1%
-33% | 11% | 0% | -8% | -9% | O=C(C1=C[C@@H](C2CC2)C[C@@H](OCc2ccc(CO)cc2)O1)N1CCN(Cc2ccc3c(c2)OCO3)CC1 | -14% | -5% | 12% | 1%

A run of entries of the results above:
JMJD2A Tudor | HP1b chromo inh | 12-LOX inh | ERG Ets-DNA blk | TrxR1 inh | mol | Pin1 inh | PGK inhibitor | RGS4 inhibitor | GLS inhibitor
-9% | 0% | 0% | 0% | 12% | Cc1ccc(C2(C)NC(=O)N(CC(=O)NCc3cccs3)C2=O)cc1 (configuration not stated) | -12% | 6% | 23% | -1%
-33% | 11% | 0% | -8% | -9% | O=C(C1=C[C@@H](C2CC2)C[C@@H](OCc2ccc(CO)cc2)O1)N1CCN(Cc2ccc3c(c2)OCO3)CC1 | -14% | -5% | 12% | 1%

Remaining list, next part
JMJD2A Tudor | HP1b chromo inh | 12-LOX inh | ERG Ets-DNA blk | TrxR1 inh | mol | Pin1 inh | PGK inhibitor | RGS4 inhibitor | GLS inhibitor
-22% | 21% | ? | 16% | 14%[2.29 µM] | COc1ccc(C(=O)NCCSc2c[nH]c3ccccc23)cc1OC | 2% | -2% | -18% | -6%
0%&-25% | 52%&11%[activator] | ? | -7%&2% | 9%&11% | COc1ccc(S(=O)Cc2ccc(C(=O)N3CCN(c4cccc(C)c4C)CC3)o2)cc1 (configuration not stated) | -3%&3% | 2% | 11%&-16% | 2%&-5%
-11% | 4% | 0% | 5% | 15% | O=C(CNC(=O)c1ccccc1F)c1ccc(Br)cc1 | -3% | -5% | 9% | 5%
-10% | 34% | -19% | -5% | 8% | Cc1ccc(/C=C2/C(=N)N3N=C(CC(=O)N4CCCC4)SC3=NC2=O)cc1 | -14% | 0% | -2% | 13%
6% | 35% | 7% | -7% | -13% | Cc1ccc(C2=NC3(CCCCC3)NC2=S)cc1 | 0% | 2% | 1% | 6%
-20% | 19% | 0% | 4% | 5% | O=C(CCNS(=O)(=O)c1ccc(OC(F)(F)F)cc1)Nc1cccc(S(=O)(=O)N2CCCC2)c1 | -8% | i | -22% | 1%
-13% | 38% | ? | -4% | 15%[57.1 µM] | CCCC(=O)N(c1ccc2oc(=O)sc2c1)S(=O)(=O)c1cccs1 | -6% | -2% | ? | 11%
-9% | 14% | -3% | 12% | -21% | CN(CC(=O)Nc1ccc(Cl)cc1)C(=O)c1cccc(S(=O)(=O)NCc2ccccc2)c1 | -3% | 1% | -16% | 9%
-7% | 21%[57 µM] | -7% | -5% | 7% | Cc1ccc(S(=O)(=O)Nc2ccc3c(c2)n(C)c(=O)n3C)c(C)c1 | 1% | i | 13% | 6%
2% | 32% | 11% | -15% | 5% | O=C(Nn1cnnc1)c1ccncc1 | -2% | -7% | -9% | -7%
11% | 33% | 0% | 2% | 6% | Cc1ccc(OCC(=O)Nc2ccc(NC(=O)c3ccccc3)c(C)c2)cc1 | -3% | -3% | -2% | 3%
-20% | -3% | -13% | 6% | 11% | CCN(CC(=O)Nc1ccc(NC(C)=O)cc1)C(=O)c1cccnc1Sc1ccc(C)c(C)c1 | 0% | -3% | -30% | 4%
5% | 32% | 14% | 7% | 3%[57.1 µM] | COc1cc2oc(=O)ccc2cc1[C@@H](O)[C@@H]1OC(C)(C)OC1(C)C | 3% | -4% | 14% | 0%
-4% | 26% | ? | 5% | -3% | CC(C)Nc1ncnc2c1cnn2Cc1ccccc1Cl | 7% | / | 12% | -19%
? | ? | 0% | -4% | -8% | COc1cc2c3c(c1)C1(C(=O)N3C(C)(C)C=C2C)C(C#N)=C(N)Oc2cc(O)ccc21 (configuration not stated) | ? | -8% | 19% | 29%
